Assay outcomes from PubChem BioAssay.
MLL CXXC-DNA inh = qHTS Fluorescence Polarization Assay for Inhibitors of MLL CXXC domain - DNA interaction. Histone-lysine N-methyltransferase 2A (Homo sapiens), Q03164. MLL-CXXC / FITC-HOXA9 DNA fluorescence polarization. Potency, µM (highest dose often 115 µM), for inactives: at the highest dose activity change, negative = inhibition, usual class: inhibitors. 0.037% of 290,000 active; active means well fitted inhibition curve with a large enough effect in the polarisation, with a control signal flat, not every such curve was filed as active; inconclusive means small, poorly fitted or top-dose-only effect, or effect the other way, or a change in a side signal; inactive means no such curve, though single readings can be large or run the other way; the % refers to the polarisation; further: potency means the concentration at half of the fitted maximal effect
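Fluorescence polarization: 7 uM MLL-CXXC (stock) preincubated 5 min with compounds, then 50 nM fluorescein-HOX-A9 DNA (stock) added; 30 min ambient. Buffer 50 mM Tris-HCl pH 7.5, 50 mM NaCl, 1 mM DTT, 0.05% BSA.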
S-ASM inh = Inhibitors of Secretory Acid Sphingomyelinase (S-ASM): qHTS. Sphingomyelin phosphodiesterase (Homo sapiens), P17405. placental ASM, HMU-PC fluorogenic substrate, 60 min. Potency, µM (doses to about 57.5 µM), without a hit: top-dose activity change, negative = inhibition, usual class: inhibitors. 0.006% of 340,000 active. AID 504937, 2011; further: potency means the concentration at half of the fitted maximal effect
Target sequence (P17405 47-631 limits assumed): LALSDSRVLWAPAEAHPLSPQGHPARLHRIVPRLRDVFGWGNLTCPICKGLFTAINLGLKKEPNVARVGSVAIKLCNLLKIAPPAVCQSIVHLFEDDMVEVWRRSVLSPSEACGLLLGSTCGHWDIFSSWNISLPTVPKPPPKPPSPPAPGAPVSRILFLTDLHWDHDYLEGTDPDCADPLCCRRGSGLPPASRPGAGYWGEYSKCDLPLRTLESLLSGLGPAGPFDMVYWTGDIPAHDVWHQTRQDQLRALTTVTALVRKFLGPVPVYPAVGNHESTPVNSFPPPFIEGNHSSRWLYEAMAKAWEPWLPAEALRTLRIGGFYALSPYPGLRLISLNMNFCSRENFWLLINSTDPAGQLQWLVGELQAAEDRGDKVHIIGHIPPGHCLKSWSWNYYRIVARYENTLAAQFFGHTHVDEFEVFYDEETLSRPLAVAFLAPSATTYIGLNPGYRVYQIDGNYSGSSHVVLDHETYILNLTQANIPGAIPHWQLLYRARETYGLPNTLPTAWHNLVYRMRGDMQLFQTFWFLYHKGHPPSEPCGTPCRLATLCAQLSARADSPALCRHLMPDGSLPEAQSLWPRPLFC
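Steps: dispense placental human ASM, pin compound, wait 10 min at room temperature, add HMU-PC0 substrate at 9 uM final, incubate 60 min at 37 °C, add stop solution raising pH to 10, read fluorescence.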
TCR activator = Activators of T cell receptors: qHTS campaign | primary human leukocytes, anti-CD3, IL-2 HTRF, 48 h | Potency, µM (titrated, usually from 9.22 µM), inactives show at the highest dose activation of IL-2 secretion, actives largely listed as activators | 330,000 tested, under 10 active; further: % of control where 0% means no effect
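IL-2 produced over 48 hr by a-CD3 bead-stimulated primary human leukocytes exposed to compounds was detected with a homogeneous time-resolved FRET immunoassay, 665nm acceptor signal after 320nm excitation.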
Integrin act MD = qHTS for Activators of Integrin-Mediated Alleviation for Muscular Dystrophy. 0.064% of 350,000 active. Potency, µM (top dose mostly 38.3 µM), without a hit: at the highest dose activation, most hits filed as activators. alpha7betagal myoblasts, beta-gal FDG fluorescence, 48 h;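 further: potency means the concentration at half of the fitted maximal effect; 100% = response of the positive control SU9516; nearly all actives have a fitted effect of over 60% in size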
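alpha7betagal+/- myoblasts (passage 13, 250/well) treated 48 h at 37C with compounds at 1:260 dilution of DMSO stock. Lysed, then beta-galactosidase activity read as FDG fluorescence (ex 480/em 540) after 30 min, with pre-read for autofluorescence.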
Menin-MLL TR inh = qHTS Assay for Inhibitors Targeting the Menin-MLL Interaction in MLL Related Leukemias: Competition With Texas Red Labeled MLL-derived Mutant Peptide; Menin + Texas Red MLL mutant peptide, fluorescence polarization; 0.23% of 270,000 active; O00255; Potency, µM (titrated, usually from 61.6 µM), for the others: at the highest dose FP activity change, negative = inhibition, hits mostly inhibitors; AID 1768, 2009; active means well fitted inhibition curve with a large enough effect in the polarisation, with a control signal flat, not every such curve was filed as active; inconclusive means small, poorly fitted or top-dose-only effect, or effect the other way, or a change in a side signal; inactive means no such curve, though single readings can be large or run the other way; the % refers to the polarisation; further: potency means the concentration at half of the fitted maximal effect; % of control where 0% means no effect; many of its hits are not listed in these tables
MBNL1-CUG inh = qHTS Assay for Inhibitors of MBNL1-poly(CUG) RNA binding | Muscleblind-like protein 1 (Homo sapiens), Q9NR56 | TR-FRET MBNL1-His/biotin-(CUG)12 binding, 665/545 ratio | Potency, µM (titrated, usually from 57.5 µM), for inactives: at the top dose activity change, negative = inhibition, usual class: inhibitors | 0.036% of 280,000 active | AID 2675, 2010; active means well fitted inhibition curve with a large enough effect in the signal ratio, with a control signal flat, not every such curve was filed as active; inconclusive means small, poorly fitted or top-dose-only effect, or effect the other way, or a change in a side signal; inactive means no such curve, though single readings can be large or run the other way; the % refers to the signal ratio; further: potency means the concentration at half of the fitted maximal effect; on the % scale 0 is the no-effect control and ±100 the full control effect
Target sequence (Q9NR56 whole entry, looked up): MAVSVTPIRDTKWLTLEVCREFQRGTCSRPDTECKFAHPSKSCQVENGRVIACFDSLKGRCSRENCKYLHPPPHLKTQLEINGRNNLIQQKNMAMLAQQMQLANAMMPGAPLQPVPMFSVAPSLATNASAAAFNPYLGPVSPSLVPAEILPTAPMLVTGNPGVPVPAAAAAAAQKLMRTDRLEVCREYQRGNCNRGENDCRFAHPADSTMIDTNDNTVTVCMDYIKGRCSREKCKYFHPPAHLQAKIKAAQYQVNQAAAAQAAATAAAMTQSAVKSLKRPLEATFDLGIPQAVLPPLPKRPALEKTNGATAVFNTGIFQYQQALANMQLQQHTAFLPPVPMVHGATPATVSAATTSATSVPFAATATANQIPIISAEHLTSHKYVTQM
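Compound titration spanned 92 nM–58 uM against the MBNL1-His/biotin-(CUG)12 complex. After 60 min at room temperature with 5 nM streptavidin-XL665 and 0.055 ng/ul terbium anti-His, ratiometric 665/545 nm emission (Ex 340 nm) normalized to controls.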
Mito fusion yeast = qHTS Assay for Small Molecule Inhibitors of Mitochondrial Division or Activators of Mitochondrial Fusion; S. cerevisiae fusion-defective mutant growth rescue, CellTiterGlo 48 h; Potency, µM (highest dose often 46.1 µM), for the others: at the top dose growth rescue (activation), usual class: activators; 0.23% of 320,000 active;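 further: potency means the concentration at half of the fitted maximal effect; % of control where 0% means no effect; nearly all actives have a fitted effect of over 45% in size; temperature-sensitive fusion mutants such as fzo1-1 at 37 °C on non-fermentable ethanol glycerol medium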
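Yeast fusion mutant, YPEG (non-fermentable carbon), compound, 48 h at 37C non-permissive; CellTiterGlo added, 10 min RT, luminescence read. Rescued growth = division inhibition.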
TSG101-PTAP inh = qHTS Assay for Iinhibitors of HIV-1 Budding by Blocking the Interaction of PTAP/TSG101. Tumor susceptibility gene 101 protein (Homo sapiens), Q99816. 340,000 tested, under 10 active. Fluorescence polarization, FITC-PTAP peptide / Tsg101 binding. Potency, µM (highest dose often 115 µM), for the others: top-dose activity change, negative = inhibition, most hits filed as inhibitors; active means well fitted inhibition curve with a large enough effect in the main read-out, with a control signal flat, not every such curve was filed as active; inconclusive means small, poorly fitted or top-dose-only effect, or effect the other way, or a change in a side signal; inactive means no such curve, though single readings can be large or run the other way; further: potency means the concentration at half of the fitted maximal effect; % of control where 0% means no effect
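Compounds were pin-transferred onto Tsg101 binding domain (10 uM final) in HEPES pH 7.5 buffer, then FITC-PTAP peptide was added at 50 nM final. After 20 min at RT, polarization reported peptide displacement across a qHTS concentration series.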
TSHR antag = Antagonists of the Thyroid Stimulating Hormone Receptor: HTS campaign. Thyrotropin receptor (Homo sapiens), P16473. TSHR-expressing cells, TSH-stimulated cAMP HTRF, 2 h; active compounds read low. activity change, negative = inhibition, % at 11.5 µM. 0.2% of 330,000 active;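 active means activity change below a set negative limit, meaning inhibition stronger than a set level, cut at about -70% in these data; inconclusive means activity change between two set negative limits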; further: on the % scale 0 is the no-effect control and ±100 the full control effect
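Read-out is FRET at 665 nm (cryptate excitation 337 nm) from a cryptate-tagged anti-cAMP antibody, competed by cell cAMP against cAMP-d2. Compounds are tested on freshly harvested TSHR cells challenged with 4nM TSH (EC80) for 2 hours at 37 deg C.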
A-T KAP1 phos = qHTS Assay for Identifying a Potential Treatment of Ataxia-Telangiectasia; […] A-T fibroblasts, KAP-1 phosphorylation AlphaLISA; neocarzinostatin DNA damage 30 min before lysis; Potency, µM (highest dose often 57.5 µM), inactives show at the top dose activation, hits mostly activators; 0.19% of 320,000 active; AID 485349, 2010; further: potency means the concentration at half of the fitted maximal effect; % of control where 0% means no effect; nearly all actives have a fitted effect of over 45% in size
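hTERT-immortalized A-T patient fibroblasts ([…]), 500 cells/well in OPTI-MEM, 1% FBS, got compounds for 60 min, then NCS for 30 min at 37C. Lysates were then assayed for phospho-KAP-1 by AlphaLISA (anti-pKAP1 donor, anti-KAP1 acceptor beads), 6 hr at 25C.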
* marks the source's active call; other numbers are inactive results; u = inconclusive; x = not tested or not shown; & = joins results of further samples; [ ] = remark or other dose. Unless noted, the call rests on the fitted dose curve; in most records, active means well fitted curve in the direction sought with a large enough effect; inconclusive means small, poorly fitted or top-dose-only effect, or another doubt; inactive means no such curve, though single readings can be large; an effect the other way counts as inactive or inconclusive. An excerpt (hit frequency here may not be typical).

SMILES	MLL CXXC-DNA inh	S-ASM inh	TCR activator	Integrin act MD	Menin-MLL TR inh	MBNL1-CUG inh	Mito fusion yeast	TSG101-PTAP inh	TSHR antag	A-T KAP1 phos
CNC(=O)c1cc2cc(Br)ccc2s1	19%	4%	7%	4%	7%	1%	-4%	-4%	-13	4%
O=C(NCCc1ccccc1O)c1cc2c(cc1[N+](=O)[O-])OCO2	x	-1%	3%	11%	x	x	x	-1%	x	x
CCN(CC)S(=O)(=O)c1ccc(-c2ccc(S(=O)(=O)N(CC)CC)cc2)cc1	4%	-2%	-3%	-43%	x	-12%	2%	-6%	-34	5%
Cc1ccccc1/C=C1\Sc2ccc(C(=O)N3CCN(c4ccccn4)CC3)cc2N(C)C1=O	7%	-13%	-3%	10%	-13%	-3%	u	-1%	-26	-1%
Cc1nn(C)c(C)c1S(=O)(=O)N(CC(=O)N1CCc2ccccc21)c1ccc(C(C)C)cc1	3%	3%	2%	-10%	-17%	-9%	-3%	0%	-11	9%
CCOC(=O)c1c(C)nc2sc(C(=O)Nc3ccccc3)c(N)c2c1-c1ccc(OC)cc1	0%	67%[activator]	-1%	-4%	-8%	20%	22%	-7%	-13	7%
Cc1cccc(-n2cnc(C(=O)NNC(=S)Nc3ccccc3)c2)n1	10%	-2%	-2%	u	11%	-1%	-5%	-2%	27	0%
COc1ccccc1N(C)S(=O)(=O)c1ccc(C)c(C(=O)NC(C)c2ccccn2)c1 (stereo not drawn)	x	5%	-2%	21%	x	x	0%	-2%	3	1%
Cn1cnnc1SCC(=O)Nc1ccc(OC(F)F)cc1	7%	0%	-2%	-5%	21%	-4%	5%	-2%	13	6%
O=[N+]([O-])c1ccc(Cl)c(/C=N/N2CCN(C3c4ccccc4-c4ccccc43)CC2)c1	14%	-2%	0%	-9%	9%	-8%	5%	-3%	7	-3%
COc1cccc(CNS(=O)(=O)c2ccc3c(c2)NC(=O)CS3)c1	8%	1%	7%	-20%	x	4%	1%	0%	-5	11%
Cn1cc(S(=O)(=O)N2CCCC2)cc1C(=O)NCc1ccc(F)cc1	x	-3%	-4%	-1%	-7%	-2%	2%	-3%	1	-1%
N=NC(=O)c1ccccc1Nc1c(O)[nH]c2ccccc12	x	-2%	-1%	-20%	x	x	x	0%	x	x
CC(=O)NN1C(=O)c2ccccc2NC1c1ccccc1 (stereo not drawn)	12%	203%[activator]	-10%	3%	4%	-4%	3%	0%	1	-7%
Cn1c(=O)[nH]c(=O)c2c1nc(Br)n2CCCCSc1nc2ccccc2o1	-3%	-2%	-69%	-11%	-26%	0%	11%	-10%	-11	2%
O=C(CNC(=O)c1ccc(Cl)cc1)OCC(=O)N1CCCC1	0%	1%	-2%	2%	-7%	0%	4%	1%	9	5%
C[C@@H]1CC=C[C@H]2[C@H]1C(=O)N(Cc1ccccc1)[C@H]2c1ccoc1	-1%	2%	-6%	-15%	x	-6%	-1%	x	-5	-26%
O=S(=O)(c1ccccc1S(=O)(=O)N1CCCCC1)N1CCCCC1	-2%	-2%	3%	13%[7.66 µM]	-23%	-3%	0%	-7%	4	3%
COc1ccc(CCNC(=O)c2ccc(NS(=O)(=O)c3c(C)noc3C)cc2)cc1OC	-16%	1%	-17%	-6%	1%	-3%	-1%	0%	-5	2%
Clc1ccc(-c2noc(CN3CCN(c4ccccc4)CC3)n2)cc1	1%	-7%	6%	16%	-1%	-10%	-5%	0%	-16	-5%
CCOC(=O)CC1(CC(=O)OCC)NC(=O)c2c(C)sc(C(=O)OCC)c2N1	2%	31%	-3%	-13%	-5%	-7%	6%	-6%	5	3%
C/C(=N/NC(=O)CNC(=O)c1ccccc1F)c1ccc2c(c1)CCCC2	-1%	-5%	-4%	4%	-2%	-2%	6%	2%	0	6%
CC(=O)NN1C(=O)c2ccccc2NC1c1ccc(N(C)C)cc1 (stereo not drawn)	15%	3%	3%	26%	-12%	3%	-9%	-9%	4	7%
Cc1ccc(N/C(CSC(N)=O)=N\S(=O)(=O)c2ccc(C)cc2)cc1	7%	4%	-2%	14%	10%	-4%	-1%	0%	2	0%
CC(=O)N/C(=C\c1cccc([N+](=O)[O-])c1)C(=O)NC(C)C	3%	-3%	3%[46.1 µM]	2%	2%	u	2%	-3%	3	3%
Later entries
SMILES	MLL CXXC-DNA inh	S-ASM inh	TCR activator	Integrin act MD	Menin-MLL TR inh	MBNL1-CUG inh	Mito fusion yeast	TSG101-PTAP inh	TSHR antag	A-T KAP1 phos
O=C(CCc1nc2cccnc2n1Cc1ccccc1)N1CCOCC1	2%	-1%	0%	-7%	-7%	-7%	-4%	-4%	x	x
O=C1CN(C(=O)c2ccc3nc(Cc4cccc(Cl)c4)oc3c2)CCN1	-2%	0%	-4%	0%	x	4%	1%	-5%	-6	13%
COC(=O)CCC(=O)NNC(=O)CCCOc1ccc(Cl)cc1Cl	-4%	-1%	2%	u	x	-3%	-16%	-4%	5	0%
CN1CCc2c(sc(/N=C/c3c[nH]c4ccccc34)c2C(N)=O)C1	u	180%[activator]	-5%	0%	x	u	1%	-5%	-1	29%
CNc1nc(-c2ccc3c(c2)CCN3S(=O)(=O)c2ccccc2)c(C)s1	-3%	1%	-1%	-7%	-10%	30%[activator]	19%	-3%	3	4%
COc1c(S(=O)(=O)NCCN2CCOCC2)ccc(Cl)c1Cl	13%	0%	1%	-8%	x	1%	7%	-3%	2	1%
CCC(C)NC(=O)CN1C(=O)NC2(CCc3ccccc3C2)C1=O (stereo not drawn)	-1%	3%	6%	5%	-12%	9%	-2%	-1%	5	4%
O=C(Nc1ccc(S(=O)(=O)N2CCCC2)cc1)C1CC(=O)N(c2ccc(F)cc2)C1 (stereo not drawn)	6%	1%	-2%	6%	22%	-7%	3%	0%	-7	-2%
CCS(=O)(=O)c1ccc(O)c(NC(=O)/C=C/c2ccccc2)c1	-15%	-2%	-3%	13%	u	u	1%	0%	-12	2%
COc1ccc(C2c3cc4c(cc3OC(N3CCOCC3)C2C)OCO4)c(OC)c1 (stereo not drawn)	x	-4%	0%	11%	x	x	x	-12%	x	x
Oc1cc(Nc2ccccc2)cc2cccnc12	x	7%	12%	x	x	x	9%	-9%	26&10	2%&10%
O=c1c(-c2ccc(O)cc2)coc2cc(O)ccc12	-6%	11%	-2%	x	-4%[24.8 µM]	x	-11%	0%	13	x
CCOC(=O)C1=CN(Cc2ccco2)S(=O)(=O)N(C)C1c1ccc(C(F)(F)F)cc1 (stereo not drawn)	x	2%	2%[46.1 µM]	-5%	x	x	x	-3%	42	1%[11.5 µM]
COc1cc2ncc(S(=O)(=O)c3ccccc3)c(N3CCC4(CC3)OCCO4)c2cc1OC	5%	-1%	2%	23%	-24%	-2%	2%	-4%	-12	-5%
CCOC(=O)N1CCN(S(=O)(=O)c2ccc(C(=O)N(CCN(C)C)c3nc4c(C)cccc4s3)cc2)CC1	12%	-1%	-21%	7%	x	-5%	-4%	0%	12	8%
Cc1cc2c(cc1S(=O)(=O)N(C)Cc1ccccc1)OCC(=O)N2	x	3%	10%	-14%	5%	13%	5%	0%	4	8%
CN(c1ccccc1C(=O)Nc1cccnc1)S(C)(=O)=O	-1%	0%	-15%	11%	8%	-7%	8%	-8%	x	x
COc1ccc(NC(=O)COc2ccc3c(c2)CCC3)cc1S(N)(=O)=O	x	-1%	5%	0%	x	x	x	-5%	x	3%
COC(=O)c1ccc(CNCC(=O)Nc2ccc(C(=O)OC)cc2)cc1	8%	-5%	-2%[46.1 µM]	0%	-7%	x	2%	-6%	-13	x
CC(C)CN(C(=O)CN1CCN(c2ccccc2F)CC1)c1c(N)n(CC(C)C)c(=O)[nH]c1=O	-14%	17%	-3%[46.1 µM]	-1%	4%	-1%	-1%	0%	1	-3%
O=C(CSc1nnc2ccccn12)NCCc1ccc(Cl)cc1	2%	-1%	2%	-19%	5%	-1%	4%	2%	5	-5%
CC(=O)c1ccc(NC(=O)CSc2nc(Nc3ccccc3)nc(N3CCOCC3)n2)cc1	11%	-16%	-3%	-19%	x	-7%	-22%	-5%	-13	15%
